MITF primary – human MITF inhibition, primary screen. hit rate 0.91% among 650,000. AID 1259374. inhibition, % at 2.6 µM. AlphaScreen MITF homodimerization, bead proximity signal. O75030; in the data active = inhibition above about 50%;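 note: 0% = vehicle wells with protein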
Target sequence (O75030 whole entry, looked up): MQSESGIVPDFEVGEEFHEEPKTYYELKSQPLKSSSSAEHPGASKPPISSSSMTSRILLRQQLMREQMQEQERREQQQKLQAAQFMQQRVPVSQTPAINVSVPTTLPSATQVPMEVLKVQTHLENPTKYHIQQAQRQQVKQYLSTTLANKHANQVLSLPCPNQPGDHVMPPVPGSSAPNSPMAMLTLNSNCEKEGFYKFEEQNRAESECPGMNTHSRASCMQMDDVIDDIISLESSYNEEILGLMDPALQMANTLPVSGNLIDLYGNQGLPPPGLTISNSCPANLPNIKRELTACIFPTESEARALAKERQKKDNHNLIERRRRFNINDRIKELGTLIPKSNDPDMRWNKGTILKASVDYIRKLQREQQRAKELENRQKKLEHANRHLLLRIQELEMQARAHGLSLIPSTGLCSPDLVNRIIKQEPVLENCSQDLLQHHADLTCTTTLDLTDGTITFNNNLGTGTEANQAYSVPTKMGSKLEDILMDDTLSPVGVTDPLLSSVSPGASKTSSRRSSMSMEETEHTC
FBW7 activator – human FBW7 E3 ligase activation, primary screen; AlphaScreen FBW7–phospho-cyclin E peptide binding, activator screen; normalized activity (activation), % at 26.1 µM; hit rate 0.13% among 650,000; AID 1259310; in the data active = normalized activity above about 1.9%;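 note: purified mutant Fbw7 with reduced substrate affinity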
GPR151 ag – activates the human receptor GPR151; Q8TDV0; PathHunter beta-arrestin GPR151 cells, luminescence; activation, % at 11.2 µM; hit rate 1% among 650,000; in the data active = activation above about 4.9%;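 note: 0% = median of compound wells and 100% = cells with positive control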
Target sequence (Q8TDV0 whole entry, looked up): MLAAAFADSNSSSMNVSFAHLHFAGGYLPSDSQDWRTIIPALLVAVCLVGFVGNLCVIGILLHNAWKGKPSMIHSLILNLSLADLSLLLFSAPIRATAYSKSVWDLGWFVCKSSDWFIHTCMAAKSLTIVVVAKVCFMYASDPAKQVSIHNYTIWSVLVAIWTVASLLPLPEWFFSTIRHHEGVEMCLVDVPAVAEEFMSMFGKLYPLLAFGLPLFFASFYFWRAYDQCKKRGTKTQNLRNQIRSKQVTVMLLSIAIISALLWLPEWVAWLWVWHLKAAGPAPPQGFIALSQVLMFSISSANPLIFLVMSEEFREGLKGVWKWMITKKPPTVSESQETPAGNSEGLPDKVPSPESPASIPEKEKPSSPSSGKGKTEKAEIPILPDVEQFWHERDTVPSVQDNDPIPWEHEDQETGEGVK
TEAD-YAP inh – TEAD-YAP interaction inhibition; hit rate 1.4% among 640,000; HEK-TIYL cells, TEAD-Gal4/YAP UAS-luciferase luminescence; inhibition, % at 9.12 µM; in the data active = inhibition above about 32%;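 note: 0% = median of test compound wells and 100% = reference inhibitor wells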
* marks the source's active call; other numbers are inactive results; x = not tested or not shown.

Molecule,MITF primary,FBW7 activator,GPR151 ag,TEAD-YAP inh
CCOC(=O)C1=C(C)N=c2s/c(=C\c3cccc(OCc4ccc(Cl)cc4)c3)c(=O)n2C1c1ccc(N(C)C)cc1 (stereo not given),-1.7,0.0,0.3,-4.8
CC(C(=O)NC1(C#N)CCCCC1)N1CCNC(=O)C1 (stereo not given),-4.1,0.0,2.4,1.8
O=C(Nc1c(Cl)cc(Cl)c2cccnc12)c1ccco1,-11.7,-0.1,0.3,-4.4
O=C(Nc1ccc(Oc2ccccc2)cc1)c1cn(-c2ccc(F)cc2F)c(=O)c2ccccc12,8.6,0.0,0.8,-1.7
CCOC(=O)c1ccc(NC(=O)COc2ccc(S(=O)(=O)NC(C)CC)cc2)cc1 (stereo not given),12.4,0.1,-2.0,12.7
O=C(CSc1nc(-c2ccccc2)c(-c2ccccc2)n1-c1ccccc1)NCc1ccco1,9.6,-0.1,0.9,-11.1
O=C(N/N=C/c1cccc([N+](=O)[O-])c1)C(=O)Nc1ccccc1OC(F)(F)C(F)F,1.7,-0.1,0.9,-3.9
CS(=O)(=O)N(CC(=O)N1CCN(c2ccccc2F)CC1)c1ccc(Cl)cc1,-9.0,0.1,-0.4,6.6
O=C(Cn1nnc(-c2ccccc2F)n1)Nc1ccc(C(=O)N2CCOCC2)cc1,9.9,1.2,-0.5,-2.0
COc1ccc(CC(=O)N/N=C/c2ccc(O)cc2O)cc1,16.3,-0.3,1.7,-0.4
COc1ccc(OCCCCNC(C)(C)C)cc1,4.5,0.0,0.2,9.7
Nc1ncc(-c2ccccc2)nc1N1CCC(C(=O)O)CC1,-6.6,0.2,0.4,-21.7

Next part.
Molecule,MITF primary,FBW7 activator,GPR151 ag,TEAD-YAP inh
CCOC(=O)C1CCCN(C(=O)/C=C/c2ccc([N+](=O)[O-])cc2)C1 (stereo not given),8.4,0.1,-1.3,8.2
O=C(CSc1nnc(SCC(=O)Nc2nnc(-c3ccccc3)s2)s1)Nc1nnc(-c2ccccc2)s1,6.6,-0.3,0.9,-9.9
COc1ccc(/C(C)=N/Nc2ccc(S(N)(=O)=O)cc2[N+](=O)[O-])c(OC)c1,8.1,-0.2,2.2,-20.0
COc1cc(NC(=O)c2ccc(-c3ccc(N4CCN(C)CC4)cc3)s2)cc(OC)c1OC,9.7,-0.1,0.2,61.8*
Cc1ccc(NC(=O)Cn2cnc3sc(C(=O)Nc4ccc5c(c4)OCO5)c(C)c3c2=O)cc1Cl,6.7,0.1,-2.5,-5.3
Cc1cc(OCCCOc2cccc(/C=C3\NC(=O)NC3=O)c2)ccc1Cl,19.3,-0.2,0.3,0.9
CCOc1ccc(Nc2c(-c3ccc(C)cc3)c(=O)c2=O)cc1,-11.1,0.4,-2.8,-7.3
Cn1c(Cc2ccccc2)nnc1SCc1c(Cl)cccc1[N+](=O)[O-],13.5,0.3,-0.8,14.1
CN1CCN(C(=O)c2cccc(N3C(=O)NC4CC3(C)Oc3ccc(Cl)cc34)c2)CC1 (stereo not given),3.7,-0.2,-0.2,2.2
CCN(CC)C(=O)C1CCCN(c2ccc(-n3cc(CC(=O)Nc4ccc(N5CCOCC5)cc4)c4ccccc43)nn2)C1 (stereo not given),8.3,0.0,-1.9,13.1
COc1ccc(Cl)cc1NC(=O)n1cc(C)cn1,5.6,0.2,-0.9,5.6
COc1cc(C2C(C#N)=C(N)N(c3cccc(C(F)(F)F)c3)C3=C2C(=O)CCC3)cc(OC)c1OC (stereo not given),1.4,0.0,1.6,5.4

The last 3 compounds of the part before lead into the next.
Molecule,MITF primary,FBW7 activator,GPR151 ag,TEAD-YAP inh
CCN(CC)C(=O)C1CCCN(c2ccc(-n3cc(CC(=O)Nc4ccc(N5CCOCC5)cc4)c4ccccc43)nn2)C1 (stereo not given),8.3,0.0,-1.9,13.1
COc1ccc(Cl)cc1NC(=O)n1cc(C)cn1,5.6,0.2,-0.9,5.6
COc1cc(C2C(C#N)=C(N)N(c3cccc(C(F)(F)F)c3)C3=C2C(=O)CCC3)cc(OC)c1OC (stereo not given),1.4,0.0,1.6,5.4
N#Cc1ccc(C(=O)Nc2ccc(F)cc2)c(F)c1,-4.5,-0.1,0.2,-29.4
Cc1cc(C(=O)N2CCC(n3nccc3NC(=O)CCc3ccccc3)CC2)no1,-5.3,-0.1,-1.4,10.1
CN1CCN(NC(=O)c2cc(F)c(F)c(F)c2F)CC1,-10.8,-0.2,0.9,3.8
CC(C)(C)c1ccc(S(=O)(=O)N2CCN(c3cccc(C(F)(F)F)c3)CC2)cc1,-2.9,-0.1,-0.1,10.4
O=C(/C=C/c1cccc([N+](=O)[O-])c1)Nc1ccc(NC(=O)c2cccs2)cc1,-16.0,0.0,0.2,-7.7
COc1cc2nc(Nc3ccc(C(F)(F)F)cc3)nc(N)c2cc1OC,-7.4,0.1,-2.7,-10.1
O=C1C(c2ccccc2)N(c2ccc(Br)cc2)C(=O)N1c1ccc(Br)cc1 (stereo not given),-5.9,x,1.1,x
COC(=O)c1cn([C@H]2C[C@@H](C(=O)NCc3ccco3)N(C3CCCCCC3)C2)nn1,0.8,-0.2,-1.5,-6.4
COc1ccc(NC(=O)CSc2ncccc2C(=O)NCc2ccccc2Cl)c(OC)c1,9.8,0.7,-0.1,6.3
Cc1ccc(C(=O)N2CCN(S(=O)(=O)c3cc4c5c(c3)CCC(=O)N5CCC4)CC2)cc1C,1.5,-0.1,3.2,7.4
O=C(CSCc1ccco1)N1CCc2ccccc21,13.8,0.4,-1.5,-55.6
Cc1cc(=O)[nH]c2nnc(SCC(=O)Nc3ccc(C(N)=O)cc3)n12,7.2,0.1,-1.5,12.3

Further records follow.
Molecule,MITF primary,FBW7 activator,GPR151 ag,TEAD-YAP inh
CCc1ccccc1NC(=O)C1CCN(S(=O)(=O)c2ccc3c(c2)OCC(=O)N3)CC1,5.6,0.0,-0.4,-9.3
Cn1ccnc1Sc1cc(N2CCCC2)ccc1[N+](=O)[O-],-22.6,0.0,-1.4,-1.6
CC1(C)CC(=O)C2=C(C1)Nc1sc(C#N)c(N)c1C2c1ccccc1 (stereo not given),-7.0,-0.1,-0.3,5.0
O=C(Cn1nc(-c2cccs2)n(-c2cccnc2)c1=O)N1CCCCC1,-5.2,0.0,2.1,-1.8
Cc1cc(NC(=O)COc2ccc(Cl)cc2Br)no1,9.6,0.1,3.2,-47.8
COc1ccc(-c2nsc(SCC(=O)NC3CCCC3)n2)cc1,7.0,0.0,-0.5,-22.9
O=C(Nc1ccc(Br)cc1)c1cccc(S(=O)(=O)Nc2ccc(F)cc2)c1,3.7,0.1,-0.8,9.7
Cc1cc(=O)oc2cc(NC(=S)NNC(=O)OC(C)(C)C)ccc12,10.8,1.0,-1.4,1.9
CCc1ccc(-n2c(C)cn3c4c(=O)n(C(C)C(=O)OC)c(=O)n(C)c4nc23)cc1 (stereo not given),-3.0,0.1,0.1,16.3
CCc1ccc(NC(=O)CN2C(=O)CC(C)Sc3ccccc32)cc1 (stereo not given),-12.9,0.0,0.1,-8.6
CC(C)Oc1ccc(NC(=O)COc2cccc(Br)c2)cc1,-3.0,-0.2,1.7,-6.5
COc1ccccc1-n1c(SCC(=O)N2CCc3ccccc32)nc2c(c1=O)SCC2,19.8,0.1,-1.0,2.2

Further results:
Molecule,MITF primary,FBW7 activator,GPR151 ag,TEAD-YAP inh
O=C(c1ccccc1F)N1CCC(n2cnc3cccnc32)CC1,5.1,-0.2,-0.2,7.3
O=C(Nc1cc(C(F)(F)F)ccc1Cl)c1cc(S(=O)(=O)NCc2ccccc2)ccc1F,-7.2,0.0,-0.4,3.6
O=C(COc1ccccc1)Nc1nn2c(-c3ccco3)nnc2s1,7.6,-0.1,0.8,2.4
CCCc1cc2nnc(SCC(=O)N3CCCCCC3)n2c(N)n1,10.1,0.0,2.8,9.4
COCc1cnc(Nc2nc3ccccc3o2)nc1C(=O)OC,-9.6,-0.1,-0.4,-54.6
CCN(CC)Cc1ccc(NC(=O)c2ccccc2C)cc1,-2.4,0.1,-0.9,2.2
O=C(/C=C(\O)c1ccccc1)C(=O)NNC(=O)c1ccccc1[N+](=O)[O-],0.7,0.2,-0.1,-0.6
O=C(CNS(=O)(=O)c1ccccc1)NCC(=O)OCc1ccc(Br)cc1,0.4,0.2,-0.3,5.9
CCOC(=O)c1sc(N2C(=O)C(=O)/C(=C(/O)c3ccc(OCC)cc3C)C2c2ccc(OC)c(OC)c2)nc1C (stereo not given),18.3,0.3,-0.3,3.0
O=C(CCCn1c(SCC(=O)NCCc2ccccc2)nc2ccccc2c1=O)NCC1CCCO1 (stereo not given),17.7,0.2,-1.4,10.3
O=C1N[C@H](CO)C(=O)N2CCN(S(=O)(=O)c3cccc4ccccc34)C[C@H]12,-9.4,-0.2,0.2,-0.3
Cn1c(=O)c2c(nc3n(-c4ccccc4)c(-c4ccc(Br)cc4)cn23)n(C)c1=O,-13.6,0.0,1.3,-12.6

Next part:
Molecule,MITF primary,FBW7 activator,GPR151 ag,TEAD-YAP inh
COc1cc(C=O)c(Br)cc1OCC(N)=O,2.6,0.0,-0.2,5.4
CCCNC(=O)c1ccc(CNC(=O)c2cc(OC)c(OC)c(OC)c2)cc1,-4.5,-0.1,0.0,1.0
Cc1ccc(N2C(=O)c3cc(Nc4ccc5c(c4)OCO5)c([N+](=O)[O-])cc3C2=O)cc1,11.5,-0.1,1.2,6.7
CC1(CCC(=O)N2CCCC(N3CCN(c4ccccc4)CC3)C2)CC1 (stereo not given),1.3,0.0,0.5,-4.2
O=C(NC1CCCCC1)N(Cc1nnc2n1CCCCC2)c1ccc(F)cc1,0.7,0.2,-0.6,-21.5
CCOC(=O)c1sc(NC(=O)COc2ccccc2[N+](=O)[O-])c(C(=O)OCC)c1C,6.0,0.0,1.2,0.4
CC(C)(C)c1ccc(-c2nc3cc(NC(=O)c4ccc(Cl)c(Cl)c4)ccc3o2)cc1,-5.8,0.1,-0.8,15.8
COc1ccc(C)cc1-n1nnc(-c2nc(-c3ccc(Cl)cc3)no2)c1N,6.3,-0.1,-0.5,7.5
COc1ccc(NC(=O)Nc2nnc(N3CC(C)CC(C)C3)s2)cc1OC (stereo not given),3.4,0.4,3.4,0.1
O=c1c(O)c(-c2ccc3c(c2)OCO3)oc2ccccc12,12.6,0.1,0.4,-2.4
O=C(COc1ccc(F)cc1)Nc1sc2c(c1C(=O)NCC1CCCO1)CCCC2 (stereo not given),-8.2,0.1,1.2,3.1
CC(C)(C)C(=O)NC(=S)Nc1sc2c(c1C(N)=O)CCC2,15.6,0.1,0.5,-24.8

Later entries:
Molecule,MITF primary,FBW7 activator,GPR151 ag,TEAD-YAP inh
O=C(O)CCCCCCNS(=O)(=O)c1ccccc1,-5.5,0.1,-0.9,9.5
Nc1nonc1-n1nnc(C(=O)N/N=C2\CCc3ccccc32)c1-c1ccccc1,4.5,0.1,0.0,-0.5
CC(C(=O)N1CCN(c2ccc(F)cc2)CC1)N(c1ccccc1)S(C)(=O)=O (stereo not given),-3.4,-0.1,0.4,3.0
CCSc1nc2c(c(=O)n1C)SCC2,10.4,-0.2,0.9,-4.7
Fc1ccc(C2C=C(c3ccc(Br)cc3)Nc3nc4ccccc4n32)cc1 (stereo not given),-0.2,-0.2,-1.7,-67.5
O=C(COc1ccccc1)Nc1ncc2c(n1)CC(c1ccc(F)cc1)CC2=O (stereo not given),15.2,1.2,0.3,-3.4
Cc1sc2nc(SCC(=O)c3ccc4c(c3)NC(=O)CO4)nc(N)c2c1C,0.6,-0.2,-0.7,-8.7
O=c1/c(=C/c2ccc(O)c(O)c2)sc2nc3ccccc3n12,28.3,-0.2,-8.3,9.2
NC(=O)CNC(=O)c1ccc2[nH]c3c(c2c1)CCCC3,-0.3,0.2,0.7,-7.6
COc1ccc(CCNc2cc(N3CCN(S(=O)(=O)c4ccc5ccccc5c4)CC3)ccc2[N+](=O)[O-])cc1OC,9.6,-0.1,1.1,13.7
CSC1=C(C#N)C2(CCCCC2)C2=C(CCC2)N1,14.0,0.0,-0.1,2.8
O=C(O)c1cc(Br)c2ccccc2c1O,8.5,0.2,-1.5,0.0

Other structures follow.
Molecule,MITF primary,FBW7 activator,GPR151 ag,TEAD-YAP inh
COc1ccc(-c2nc3ccccc3o2)cc1NC(=O)COc1ccc(C)cc1C,6.8,0.1,2.3,7.0
COCCN(CCOC)C(=O)COC(=O)c1ccc(O)cc1,-7.4,0.0,0.8,-8.4
Cc1cn2cc(CNC(=O)CCCn3nnnc3CN3CCC(C)CC3)nc2s1,-0.4,0.1,4.6,-11.2
COCCn1c(C)c(C)n2c3c(=O)n(C(C)C(=O)OC)c(=O)n(C)c3nc12 (stereo not given),20.4,-0.2,4.8,3.2

Bioassay records (PubChem BioAssay)
